ST2 IL33 inh: inhibitors of human ST2 (IL1RL1) binding to IL-33, primary screen, biochemical, AlphaLISA; inhibition, % for hits at 17 µM; Interleukin-1 receptor-like 1 (Homo sapiens), Q01638; AlphaLISA ST2-Fc/biotin-IL-33 interaction, 1 h; actives 2.3% (n = 78,000); in the data active means inhibition above about 30%; inconclusive means mostly about 10% to 28%
Target sequence (Q01638 whole entry, looked up): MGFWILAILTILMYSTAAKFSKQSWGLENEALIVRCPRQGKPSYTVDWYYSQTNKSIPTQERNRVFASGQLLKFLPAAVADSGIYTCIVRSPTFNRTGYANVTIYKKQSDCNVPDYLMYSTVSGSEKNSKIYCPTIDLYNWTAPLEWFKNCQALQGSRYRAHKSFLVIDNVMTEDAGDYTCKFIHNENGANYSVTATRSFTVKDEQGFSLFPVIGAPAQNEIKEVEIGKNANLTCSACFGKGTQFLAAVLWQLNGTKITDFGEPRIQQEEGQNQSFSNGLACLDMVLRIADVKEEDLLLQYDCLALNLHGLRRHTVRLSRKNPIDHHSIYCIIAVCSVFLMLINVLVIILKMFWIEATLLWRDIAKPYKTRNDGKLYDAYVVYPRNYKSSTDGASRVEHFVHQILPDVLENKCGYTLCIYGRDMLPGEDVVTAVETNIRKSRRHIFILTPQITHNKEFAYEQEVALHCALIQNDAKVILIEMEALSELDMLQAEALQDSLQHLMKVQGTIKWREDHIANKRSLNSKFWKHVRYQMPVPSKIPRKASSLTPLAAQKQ
The depositor's hits bear a star; i = inactive; ? = inconclusive.

Start of the listing, in advance:
structure | ST2 IL33 inh
O=C1C(=O)N(CCCn2ccnc2)C(c2ccco2)C1=C(O)c1ccc(Cl)cc1 (centres undefined) | i
Cc1cc(C)nc(SCCCCSc2nc(C)cc(C)n2)n1 | i
O=C(Cc1ccsc1)N1CCc2[nH]nc(-c3ccc4c(c3)OCO4)c2C1 | ?
O=C(Nc1ccc2c(c1)OCO2)C1CCN(S(=O)(=O)c2cccc3cccnc23)CC1 | i

Main list, from the first entry:
structure | ST2 IL33 inh
O=C1C(=O)N(CCCn2ccnc2)C(c2ccco2)C1=C(O)c1ccc(Cl)cc1 (centres undefined) | i
Cc1cc(C)nc(SCCCCSc2nc(C)cc(C)n2)n1 | i
O=C(Cc1ccsc1)N1CCc2[nH]nc(-c3ccc4c(c3)OCO4)c2C1 | ?
O=C(Nc1ccc2c(c1)OCO2)C1CCN(S(=O)(=O)c2cccc3cccnc23)CC1 | i
Cc1nnc([C@H]2CCN(Cc3c[nH]c4ccccc34)C2)o1 | i
COc1ccc2c(c1OC)C(=O)N(C(C)C(=O)O)C2=O (centres undefined) | i
CCCCNC(=O)Cc1cn(C)c2ccccc12 | i
COCC(=O)Nc1ccccc1-c1cccc(Cl)c1Cl | ?
O=C(CN1C(=O)S/C(=C/c2ccccc2)C1=O)Nc1ccccc1Cl | i
Cc1c(C(=O)Nc2ccccc2C(=O)NC2CCCCC2)cccc1[N+](=O)[O-] | i
CC1=C(C(=O)N(C)Cc2ccc3nsnc3c2)C(C)NC(=O)N1 (centres undefined) | i
C=CCn1c(=O)c2c(nc(Br)n2Cc2ccc(Cl)cc2)n(C)c1=O | i
COc1ccc(N2C(=O)Nc3ccccc3C2(O)C(=O)NCCN(C)C)c(OC)c1 (centres undefined) | i
CC(C(=O)O)c1ccc(CC2CCCC2=O)cc1 (centres undefined) | i
Cc1cccc(NC(=O)c2cnc3sccn3c2=O)n1 | i
Cc1cccc(NC(=O)CSc2cn(CCNC(=O)c3ccc(F)cc3)c3ccccc23)c1 | i
COc1cc(/C=N\OCc2cccc(Br)c2)cc(OC)c1OC | i
CC(=O)NC1=NN(C(C)=O)C(C)(c2cccnc2)S1 (centres undefined) | i
Cc1cccc(CN2CCCC(O)(CN(C)Cc3ccc4nonc4c3)C2=O)c1 (centres undefined) | i
O=C1CCC(C(=O)N2CCC(N3CCSCC3)CC2)CN1CCc1ccccn1 (centres undefined) | i
COc1ccc(-c2nc(CN3CCC(=O)NCC3C)c(C)o2)c(OC)c1C (centres undefined) | i
Cc1ccc(Nc2cc(C)nc(N3CCN(S(=O)(=O)c4ccc(F)cc4)CC3)n2)cc1 | ?
COc1ccccc1OCCCOc1cccc(C=O)c1 | i
CCOC(=O)c1c(C)oc2ccc(OC(=O)c3cccs3)cc12 | i
C=CCn1c(Cl)nc2c1c(=O)n(C)c(=O)n2C | i
O=c1c(CN2CC[C@@H](c3ccc4c(c3)OCO4)[C@H](O)C2)coc2ccccc12 | i
O=C(c1ccc2nc3ccc(Cl)cc3c(=O)n2c1)N1CCN(c2ccccc2)CC1 | i
COc1ccccc1N1CCN(C2CCN(C3CCC(c4ccccc4)CC3)CC2)CC1 (centres undefined) | ?
Cc1cc(NC(=O)c2ccc3ccccc3c2)nc2c1c(=O)oc1ccccc12 | i
Cc1ccccc1Cn1nc(C)c(NC(=O)c2cc(-c3ccco3)on2)c1C | i
OC(c1ccc2c(c1)OCO2)c1cccs1 (centres undefined) | ?
C#CCOc1nc2c(c(=O)n(Cc3ccc(Cl)cc3)c(=O)n2C)n1C | i
Cc1ccc(N2CC(C(N)=O)CC2=O)cc1C (centres undefined) | ?
COc1cc(SC)ccc1C(=O)n1nnc2ccccc21 | i
O=C(c1ccc2c(=O)n(CCc3ccccc3)c(=O)[nH]c2c1)N1CCc2ccccc2C1 | i
Cc1ccc(CNC(=O)c2ccc(N)cc2)cc1C | i

Some of these compounds in order of length of the SMILES, ascending:
structure | ST2 IL33 inh
OC(c1ccc2c(c1)OCO2)c1cccs1 (centres undefined) | ?
C#CCOc1nc2c(c(=O)n(Cc3ccc(Cl)cc3)c(=O)n2C)n1C | i
Cc1ccccc1Cn1nc(C)c(NC(=O)c2cc(-c3ccco3)on2)c1C | i
O=C(c1ccc2nc3ccc(Cl)cc3c(=O)n2c1)N1CCN(c2ccccc2)CC1 | i
O=c1c(CN2CC[C@@H](c3ccc4c(c3)OCO4)[C@H](O)C2)coc2ccccc12 | i

The list continues:
structure | ST2 IL33 inh
Cc1cccc(NC(=O)CSc2nc(-c3cccs3)cc(C(F)(F)F)c2C#N)n1 | i
Cc1ccc(C2=N/C(=C\c3cccc([N+](=O)[O-])c3)C(=O)O2)cc1[N+](=O)[O-] | i
CN1CC2(CCCN(C(=O)c3cnc4c(c3)nnn4C)CC2)OC1=O (centres undefined) | i
Cn1c(C(=O)N(C/C=C/c2ccccc2)CCO)cc2ccccc21 | i
COc1ccc(CNCc2cccnc2N2CCCCCCC2)cc1F | ?
Cc1ccccc1CC1SC(=Nc2ccccc2)NC1=O (centres undefined) | i
CNS(=O)(=O)c1ccc(CN(Cc2ccsc2)Cc2ccco2)cc1 | ?
CC(=O)N1CCCn2nc(C(=O)NCC(c3ccc(C)o3)N(C)C)cc2C1 (centres undefined) | i
Cc1ccoc1C(=O)N1CCC(Oc2ccc(C(=O)NCCN(C)C)cc2Cl)CC1 | ?
O=C(NCc1cccs1)c1cc(-c2ccccc2O)on1 | i
Cc1ccc(CNC(=O)CSc2cc(=O)n(C)c3ccccc23)o1 | i
CCOc1ccc(-n2c(C)cc(C(=O)CN3CCC(C)CC3)c2C)cc1 | i
O=C(NC1CCCC1)c1cc(I)ccc1Cl | i
CC(=O)N1C(=N)S/C(=C/c2cc3cccc(C)c3nc2N2CCCCC2)C1=O | ?
CNC(=O)c1ccc(Nc2nnc(-c3ccc(C)c(S(=O)(=O)N(C)C)c3)c3ccccc23)cc1 | i
CCN(C(=O)c1cc2cc3ccc(OC)cc3nc2o1)c1cccc(C)c1 | i
CC(CN1CCN(c2ccccc2)CC1)c1ccccc1 (centres undefined) | i
Cc1ccc(-c2ccc(OCC(=O)N3CCOCC3)cc2)cc1 | i
Cc1nc(Nc2ccc(F)cc2)c2oc3ccccc3c2n1 | i
O=C(NCCCn1c(C(F)(F)F)nc2cccnc21)NCc1cccc(F)c1 | i
c1ccc2[nH]c([C@H]3CCN(Cc4ccncc4)C3)nc2c1 | i
O=C(Nc1c2c(nn1-c1ccc(Cl)cc1)CSC2)c1ccc(F)cc1 | i
Cc1ccc(-n2c(C)cc(=O)cc2C)c(C)c1 | i
COCCNC(=O)CN1C(=O)/C(=C/c2ccccc2F)Sc2ccccc21 | ?
CC(O)c1nc2ccccc2n1CCCOc1ccccc1 (centres undefined) | i
Cc1ccc2sc(-c3ccccc3)nc2c1 | i
CS(=O)(=O)Nc1ccc([N+](=O)[O-])cc1Oc1ccccc1 | ?
COc1ccc(N(C(=O)c2ccc3c(c2)OCO3)C2C=CS(=O)(=O)C2)c(OC)c1 (centres undefined) | i
Cc1ccsc1[C@@H]1CCN(c2nccc(CCC(F)(F)F)n2)C[C@H]1O | i
Cc1cc(C)nc(SCC(=O)N2CCCc3ccccc32)n1 | i
O=C(COc1nsnc1N1CCOCC1)Nc1ccc(Cl)cc1 | i
Cc1nccn1CCC(=O)N1CCCC(C(=O)Nc2ccccc2Oc2cccnc2)C1 (centres undefined) | ?
CCOC(=O)c1ccc2c(c1)N(C)C(=O)CS2 | i
O=C(c1cccn2c(=O)c3cc4ccccc4cc3nc12)N1CCN(c2ccccc2)CC1 | i
O=C(Nc1ccc2nc(-c3ccccn3)c(-c3ccccn3)nc2c1)N1CCCCC1 | i
O=C(Cc1ccc(F)cc1F)NCc1cnn2ccccc12 | i

Pulled one by one from the entries so far (two):
structure | ST2 IL33 inh
Cc1cc(C)nc(SCC(=O)N2CCCc3ccccc32)n1 | i
Cc1ccsc1[C@@H]1CCN(c2nccc(CCC(F)(F)F)n2)C[C@H]1O | i

Going on with the list.
structure | ST2 IL33 inh
COC(=O)C1CCN(c2nc(CN3CCCC3c3nccs3)nc3cc(OC)c(OC)cc23)CC1 (centres undefined) | i
CC(C)(C)C(=O)Nc1nc(C2CCCN2S(=O)(=O)c2ccc(Cl)cc2)cs1 (centres undefined) | i
CC(C)C[C@@H](NC(=O)[C@@H]1C[C@@H](NS(=O)(=O)c2cn(C)cn2)CCN1C(=O)COCC(=O)O)C(N)=O | i
COc1ccc(Cn2c(CNC(=O)c3ccco3)nc3cccnc32)cc1 | i
Cc1ccccc1Cn1cc(NC(=O)CCCn2nc(C)c([N+](=O)[O-])c2C)cn1 | ?
O=C(CN1C(=O)C2CCCCN2c2ccc(C(=O)N3CCOCC3)cc21)Nc1ccc(Cl)cc1 (centres undefined) | i
COc1ccc(-c2c(C)oc3cc(O)ccc3c2=O)cc1 | i
Cc1cccc(-n2nc3c(c2NC(=O)c2ccco2)CSC3)c1 | i
O=C(Cc1ccccc1O)N1CCC(N2CCCC(C(=O)N3CCCC3)C2)CC1 (centres undefined) | ?
COc1ccc(C2SCC(=O)N2c2c(C)n(C)n(-c3ccccc3)c2=O)cc1OC (centres undefined) | i
Cc1ccc(C)c(N2CCN(c3ncnc4c3cnn4-c3ccccc3)CC2)c1 | i
O=C(c1cccc([N+](=O)[O-])c1)n1cc(Br)cn1 | i
COc1ccc(NC(=O)N[C@H]2C[C@@H](C(=O)N(C)CC(N)=O)N(C(=O)CSC)C2)cc1 | i
Cc1cc(N2C(=O)c3cccc([N+](=O)[O-])c3C2=O)no1 | i
Cc1cc2ccccc2n1CCNS(C)(=O)=O | i
COc1ccc(-n2c(C)nc3c(cnn3-c3ccc(C)cc3)c2=O)cc1 | i
CCC(=O)N(c1ccc(F)cc1)C1C=CS(=O)(=O)C1 (centres undefined) | i
CC(C)n1c(-c2ccccc2)csc1=Nc1ccccc1 | 70%*
O=C(CN1C(=O)c2ccccc2S1(=O)=O)Nc1cccc(Br)c1 | i
FC(F)(F)c1cccc(-c2ccn[nH]2)n1 | ?
O=c1oc2c(-c3ccc(Br)cc3)cc(O)cc2s1 | ?
Cc1ccc(C(=O)NCc2sccc2C)cc1N1CCNC1=O | ?
COc1ccc(-c2cc(N3CCN(S(=O)(=O)c4cnn(C(F)F)c4C)CC3)ncn2)cc1 | i
Cc1ccc(-c2nc3ccccn3c2Nc2ccccc2C)o1 | ?
Cc1ccc(-n2ncc3c(Nc4c(C)n(C)n(-c5ccccc5)c4=O)ncnc32)c(C)c1 | ?
CN1CC(=O)N2C[C@@H](NC(=O)CCN3CCCCCC3=O)C[C@H]2C1=O | ?
OC[C@@]1(O)CO[C@H](OC[C@H]2O[C@@H](OCCc3ccccc3)[C@H](O)[C@@H](O)[C@@H]2O)[C@@H]1O | i
CNc1ccc(Br)cc1-c1nc2ccccc2[nH]c1=O | ?
COc1ccc(OC)c(S(=O)(=O)N[C@H]2CO[C@H]3[C@@H]2OC[C@H]3OC(=O)Nc2ccc(Oc3ccccc3)cc2)c1 | ?
CCCOc1cccc(C(=O)Nc2ccc(C)cc2[N+](=O)[O-])c1 | 32%*
c1ccc(-n2nnnc2Cc2nnnn2-c2ccccc2)cc1 | i
COCCNc1ncccc1-c1noc([C@@H]2CCCN2C2CCN(C(C)=O)CC2)n1 | i
CCOc1ccccc1N1CCN(C(=O)CC2C(=O)NCCN2Cc2ccoc2)CC1 (centres undefined) | i
CCNc1nc(NC(C)CC)nc(Oc2ccc(C(=O)OC)cc2)n1 (centres undefined) | i
CCc1ncc(C(=O)N(C)Cc2ccccc2C(F)(F)F)cn1 | i
CC1=NC2(CCN(C3CCN(C(=O)c4cccs4)CC3)CC2)C(=O)N1 | ?
C=CCc1cc(Cl)ccc1OCCNCCN | i
CCCCC(=O)Nc1ccc(C(=O)NC2CCCN(C(=O)C3CC3)C2)cc1 (centres undefined) | ?
Cc1ccc(S(N)(=O)=O)cc1NC(=O)c1cccc([N+](=O)[O-])c1 | i
CCOC(=O)c1ccc(Nc2cc(C)nc(-c3ccccc3)n2)cc1 | i
O=c1cc(N2CCOCC2)oc2c(-c3ccccc3)cccc12 | ?
O=C(CN1C(=O)CC(c2ccccc2)=Nc2ccccc21)Nc1ccc(Cl)cc1 | i
Cc1cc(C)c(OCC(O)CNC(C)(C)C)c(C)c1 (centres undefined) | i
O=C(NCc1ccccc1)c1ccc2c(c1)N(Cc1ccccc1Cl)C(=O)CS2 | i
Cc1cc(C)cc(NS(=O)(=O)c2c(C)n[nH]c2C)c1 | i
Oc1ccc(Cn2cnc3ccccc32)c2cccnc12 | i
O=[N+]([O-])c1ccccc1S(=O)(=O)N1CCN(c2ccc(Cl)cc2)CC1 | ?
CSc1ccc(-c2nc(CSCC(=O)NCCN3CCCC3)c(C)o2)cc1 | ?
COc1ccc(C(=O)Nc2ccc(C(C)C)cc2)cc1OC | i
COc1ccc(C2SCCN2S(=O)(=O)c2cccc([N+](=O)[O-])c2)cc1 (centres undefined) | ?
O=C(Nc1cccc(F)c1)Nc1ccnn1C1CCN(C(=O)[C@@H]2C[C@H]2c2ccccc2)CC1 | i
COc1ccccc1C1C2=C(CC(C)(C)CC2=O)OC2=C1C(=O)CC(C)(C)C2 | i
O=C(C1CC1)N1CCc2cc(Br)cc(S(=O)(=O)Nc3ccc(F)cc3Cl)c21 | ?
O=C(Nc1ccc(S(=O)(=O)Nc2nccs2)cc1)C(Cl)Cl | i
Cn1c(Sc2ccc([N+](=O)[O-])cc2C(F)(F)F)nnc1-c1ccccc1 | ?
NC(=O)CSc1nc2ccc(Cl)cc2o1 | i
O=C(c1ccc(NCc2ccoc2)nc1)N1CCC(N2CCOCC2)CC1 | i
CCOC(=O)C1=C(c2ccccc2)OC(N)=C(C#N)C1c1cc(OC)ccc1F (centres undefined) | ?
COc1cc2c(cc1OC)C(c1ccccc1[N+](=O)[O-])N(C(C)=O)CC2 (centres undefined) | i

A portion of the library. The share of hits here may be higher or lower than overall.
